Bioassay records: PubChem, Southern Research Specialized Biocontainment Screening Center
inhibitors of VEEV: inhibitors of VEEV TC-83 cytopathic effect, confirmation, Vero cells (AID 588727). one-dose inhibition, % at 20 µM; IC50 in µM for titrated hits. Vero cells, VEEV TC-83 cytopathic effect inhibition; higher % means a stronger effect. hit rate 0.13% among 350,000; in the data active = a potency from the dose series; inconclusive = inhibition mostly from about 14% at the one dose, without a potency; inactive = the rest, 99 in 100 with inhibition below about 12%; note: strong numbers were not always called active
H37Rv inhibition: M. tuberculosis growth inhibition, HTS (AID 449762). M. tuberculosis H37Rv growth inhibition, 7H9 media; higher % means a stronger effect. one-dose inhibition, % at 25 µM; IC50 in µM for titrated hits. hit rate 0.59% among 330,000; in the data active = a potency from the dose series; inconclusive = inhibition above about 70% without an active follow-up result;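 note: bacterial growth assessed after seven days of incubation; strong numbers were not always called active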
PhoP GFP inhibition: Inhibition of PhoP regulon, Salmonella typhi GFP reporter cells, confirmation, 4 h (AID 1850). Salmonella Typhi PhoP-promoter GFP reporter, fluorescence, 4 h; higher % means a stronger effect. inhibition, % at 50 µM, or IC50 in µM where a hit was titrated. hit rate 0.33% among 310,000; in the data active = a potency from the dose series; inconclusive = inhibition mostly from about 25% at the one dose, without a potency; inactive = the rest, 99 in 100 with inhibition below about 19%;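 note: 0% = induced wells with vehicle and 100% = uninduced wells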
influenza NS1A: NS1A inhibition, H1N1 influenza, cell based functional assay (AID 504329); NS1A functional cell-based assay, percent inhibition; higher % means a stronger effect; inhibition, % at 12.5 µM, or IC50 in µM where a hit was titrated; hit rate 0.3% among 340,000; in the data active = a potency from the dose series; inconclusive = inhibition above about 27% without an active follow-up result; note: strong numbers were not always called active
tuberculosis growth: growth inhibition of non-replicating M. tuberculosis (AID 488890); hit rate 0.39% among 320,000; inhibition, % at 25 µM, or IC50 in µM where a hit was titrated; Mycobacterium tuberculosis non-replicating, growth inhibition; higher % means a stronger effect; in the data active = a potency from the dose series; inconclusive = inhibition mostly from about 82% at the one dose, without a potency; inactive = the rest, 99 in 100 with inhibition below about 76%;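 note: plate controls were DMSO cells for no effect and high antibiotic wells for full effect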
inhibitors of VEEV 10K pilot screen: further read-out of inhibitors of VEEV, marked with its call; inhibition, %; measured here: 10K pilot screen inhibition
* = called active by the depositor; i = inactive; u = inconclusive; x = not tested or not shown; & = joins results of further samples.

SMILES	inhibitors of VEEV	H37Rv inhibition	PhoP GFP inhibition	influenza NS1A	tuberculosis growth	others
COc1ccc(OC)c(/C=N/NC(=O)c2nnn(-c3nonc3N)c2-c2cccs2)c1	2.7%	4%	-4%	-3%	17%
COc1ccc(CC2(CCc3ccncc3)C(=O)NC(=O)NC2=O)c(OC)c1	0.5%	-3%	-5%	10%	-2%
COc1cc2c(cc1NC(=O)CCCN1C(=O)CCC1=O)oc1ccccc12	2.0%	6%	5%	-1%	73%
O=C1N/C(=C/c2cccn2-c2ccc(F)cc2)C(=O)N1Cc1ccccc1F	0.1%	8%	-9%	2%	-6%
CC(=O)NC1(C(F)(F)F)NC(=O)N(c2ccc(F)cc2)C1=O (stereo not given)	0.5%	-6%	-1%	-2%	-8%
CCC1C(=O)c2ccccc2N(C)C1=O (stereo not given)	0.2%	7%	-12%	-12%	-19%
CCN(CC)C(=O)[C@H]1C[C@H](CC(=O)NCC23CC4CC(CC(C4)C2)C3)C(=O)N2CCc3c([nH]c4cc(CCC(=O)N(C)C)ccc34)[C@]12C	0.4%	x	x	-1%	x
CCN(CC)c1ccc(S(=O)(=O)N2CCOCC2)cc1NC(=O)COC(=O)COc1ccccc1C	3.4%	-10%	-2%	30%	0%
Cc1ccc(NC(=O)c2cc(Cl)ccc2[N+](=O)[O-])cc1C	1.6%	4%	-4%	-6%	-6%
COc1ccc(C(CC(=O)c2ccccc2)S(=O)(=O)c2ccc(C)cc2)cc1 (stereo not given)	3.7%	20µM*	-1%	0%	74%
CN1CCN(C(=O)c2cc3cc(F)ccc3[nH]2)CC1	i	6%	11%	-4%	-3%
COc1ccc(CN2CCN(CCC(C)C)C(CCO)C2)cc1Cn1cccn1 (stereo not given)	0.2%	-2%	-2%	3%	-11%
O/N=C/c1cccc[n+]1CCCCCC[n+]1ccccc1/C=N/O	0.0%	-7%	9%	-1%	-5%
CN(C)N1C(N)=C(C#N)C(c2ccc3c(c2)OCO3)C2=C1CCCC2=O (stereo not given)	3.6%	-3%	-15%	-24%	-8%
O=C(CN1C(=O)NC2(CCCC2)C1=O)N1CCN(S(=O)(=O)c2ccccc2F)CC1	1.8%	-6%	-11%	-6%	-3%
COc1ccc(Cc2nc3ccc(C(=O)N4CCC(N(C)C)C4)cc3o2)cc1 (stereo not given)	2.5%	-12%	0%	-6%	-7%
CCCCCCCCCCCCN1[C@@H](CC(C)=O)c2cc(F)cc(F)c2S1(=O)=O	i	-8%	-36%	-15%	16%
CCC(CC)NCc1c[nH]c2ccccc12	i	6%	-9%	2%	12%
Cc1ccc(NC(=O)CN(C)C(=O)Cc2c[nH]c3ccccc23)cc1	0.7%	-12%	x	-5%	6%
Nc1ccc(C(=O)NNC(=O)C2COc3ccccc3O2)cc1[N+](=O)[O-] (stereo not given)	2.0%	-2%	-1%	-10%	2%
CCOC(=O)C1(Cc2ccccc2)CCCN(Cc2cnn(CC)c2)C1 (stereo not given)	0.6%	-11%	10%	-12%	6%
Cc1cccc(C(=O)Nc2ccc(S(=O)(=O)N3CCOCC3)cc2)c1[N+](=O)[O-]	0.6%	6%	-4%	-14%	36%
Cc1ccccc1C(=O)N1CC(=O)Nc2ccc(F)cc2C1c1ccccc1 (stereo not given)	0.3%	4%	-3%	-19%	3%
O=C(COc1ccccc1Cl)NCCCNC(=O)c1ccncc1	0.3%	-8%	8%	-11%	-21%
CCC(=O)Oc1ccc2ccccc2c1CNC(=O)c1ccccc1	2.1%	11%	-5%	4%	14%
CCCC1c2ccc(C)n2CCN1C(=O)Nc1ccccc1Cl (stereo not given)	1.2%	-5%	-7%	3%	25%
O=C(NC1CC1)c1ccc(NS(=O)(=O)c2ccccc2)cc1	3.3%	-5%	-13%	-6%	4%
Cc1csc(NC(=O)CSc2nccn2C)n1	2.2%	2%	-5%	-7%	-11%
CCOc1ccc2ccccc2c1/C=N\NC(=O)c1ccc([N+](=O)[O-])cc1	i	4%	0%	-5%	x
O=C1C=CC(=O)c2c(O)c(N3CCN(CCO)CC3)c(Cl)c(O)c21	i	x	x	18%	x
O=c1c2c(n3cnnc3n1C1CCCCC1)-c1ccccc1CC21CCCCC1	i	-4%	-12%	2%	4%
CC(=O)c1ccc2c(c1)C1C(Cl)C(Sc3ccccc3[N+](=O)[O-])CC1C(c1ccccc1)N2 (stereo not given)	5.4%	99%	-3%	-10%	14%
COC(=O)c1ccc(NCc2cc(O)ccc2O)cc1	6.5%	x	x	5%	x
CCOC(=O)c1ccc(/C=C2\c3ccccc3C(=O)N2c2ccccc2)cc1F	0.2%	u	x	13%	u
Cc1cc(F)ccc1NC(=O)Cn1c(C)csc1=O	1.0%	5%	x	-5%	-5%
O=C(NCc1ccc2c(c1)OCO2)c1cc(COc2c(F)cccc2F)on1	2.1%	3%	-3%	-11%	-5%
COC(=O)C1=C(c2cccc(C#N)c2)C[C@@H]2CC[C@H]1N2C(=O)NCCO	0.4%	-10%	x	-7%	0%
COc1ccc(-c2noc(N3CCCC(C(=O)Nc4ccc(C(C)=O)cc4)C3)n2)cc1 (stereo not given)	1.6%	12%	0%	0%	24%
COc1ccc(C)cc1NC(=O)CCc1c(C)nn(-c2ccc(N3CCCCC3)nn2)c1C	8.6%	-7%	0%	5%	12%
O=C(COC(=O)Cc1c(Cl)cccc1Cl)Nc1ccccc1-c1ccccc1	7.2%	4%	-1%	5%	11%
O=C(COC(=O)CCc1c[nH]c2ccccc12)NCCc1ccccc1	0.5%	u	1%	-10%	u
CCc1noc(C)c1C(=O)OC(C)C(=O)c1c(C)[nH]c2ccccc12 (stereo not given)	0.8%	2%	x	-6%	x
O=C1OCc2nc3cc4c(cc3c(-c3ccc(F)cc3)c21)OCO4	1.0%	3%	1%	-6%	-1%
COCCNC(=O)c1cc(-c2ccncc2)nc2ccc(S(=O)(=O)N3CCOCC3)cc12	0.7%	-5%	9%	-5%	9%
CN1CCN(Cc2ccccc2Sc2ccccc2)CC1	i	4%	-1%	8%	31%
O=C(COC(=O)C1CC2CCCC(C1)C2=O)Nc1ccc(Cl)cn1 (stereo not given)	0.2%	5%	x	-6%	1%
c1ccc(SCc2nc(-c3ccncc3)n[nH]2)nc1	i	1%	4%	-16%	-3%
CC(=O)OCC(=O)N1CCN(c2ccc([N+](=O)[O-])cc2)CC1	1.8%	-6%	-2%	8%	-12%
CC(=O)Oc1ccc(C(=O)Nc2cccc(-c3nnc(-c4ccco4)o3)c2)cc1	11%	70%	9%	-21%	68%
CCCCOC(=O)n1ccc(C(=O)Nc2ccccc2OC)n1	1.5%	4%	-10%	5%	-10%
COc1cc2c(cc1OC)C(c1ccccc1)NCC2 (stereo not given)	0.1%	6%	-8%	1%	5%
Cc1cccc(-n2c(O)c(C=Nc3c(C)n(C)n(-c4ccccc4)c3=O)c3ccccc3c2=O)n1	1.7%&4.2%	-5%	-6%	-16%&3%	-6%
CC1(C)C(c2ccccc2)=[N+]([O-])C2(CCCCC2=O)N1O (stereo not given)	2.0%	-6%	2%	-2%	-4%
Cc1cc(NC(=O)CSc2nc(C3CCCCC3)nc3ccccc23)no1	0.9%	8%	-2%	2%	14%
O=C(CCc1ccc(Oc2cc([N+](=O)[O-])cc([N+](=O)[O-])c2)cc1)NC1CCCC1	i	31%	0%	-7%	u
Cc1cc(C)cc(OCC(=O)NCCN2CCOCC2)c1	0.7%	-1%	1%	-11%	0%	inhibitors of VEEV 10K pilot screen=4.1
CCSCc1nnc(SCC(=O)Nc2ccc(OC)cc2)n1C	0.9%	14%	-12%	-1%	11%
COc1ccccc1C(CNC(=O)c1cccc(NS(=O)(=O)c2ccc(Br)cc2)c1)N(C)C (stereo not given)	6.2%	-2%	-5%	11%	22%
O=C(NCC(c1cccs1)N1CCOCC1)c1ccc(Cl)s1 (stereo not given)	i	4%	4%	-6%	7%
CCC(=O)Nc1cccc(-c2csc(-c3ccccc3)n2)c1	0.6%	8%	-8%	3%	71%
Additional structures follow.
SMILES	inhibitors of VEEV	H37Rv inhibition	PhoP GFP inhibition	influenza NS1A	tuberculosis growth	others
Cc1ccc(CC(=O)N/N=C/c2ccc(OC(=O)c3ccc([N+](=O)[O-])cc3)cc2)cc1	0.4%	58%	-5%	-5%	49%
Cc1cccc(N(CC(=O)Nc2c(C)n(C)n(-c3ccccc3)c2=O)S(C)(=O)=O)c1C	i	2%	16%	-26%	-2%
COc1ccc(CCN(Cc2ccccn2)C(=S)Nc2ccccc2F)cc1OC	i	4%	7%	3%	55%
CCNC(=O)NC(=O)C(C)OC(=O)C(C)(C)Oc1ccc(Cl)cc1 (stereo not given)	0.8%	8%	-5%	7%	23%
CCOc1ccc2nc(N/C(N)=N/C(=S)Nc3ccc(OC)cc3)nc(C)c2c1	9.3%	1%	0%	-1%	-11%
Cc1cccc(C(=O)NCC(C)NC(=O)c2cccc(C)c2)c1 (stereo not given)	0.9%	-4%	-5%	-5%	13%
Cc1cc(C)c(CN2CCN(C(=O)Cn3cnc(C(=O)Nc4ccc(C)c(C)c4)n3)CC2)c(C)c1	i	x	x	-6%	x
Cc1ccccc1C(=O)c1cccn1CC(=O)NCc1ccc2c(c1)OCO2	4.9%	-4%	2%	-5%	-10%
Cc1ccc(-c2nc3ncccc3n2O)cc1	i	1%	3%	-1%	7%
Cc1ccc(C(=O)NCC(=O)OCc2c(F)cccc2Cl)s1	2.8%	11%	x	-9%	32%
O=C(CCNC(=O)c1ccco1)Nc1nc2ccccc2s1	11%	x	x	-2%	x
COc1ccc(NC(=S)NC23CC4CC(CC(C4)C2)C3)cc1OC	0.4%	0%	-16%	-2%	52%
O=C(COc1ccccc1)NCc1cccs1	0.2%	10%	-21%	7%	73%	inhibitors of VEEV 10K pilot screen=0.1
CCOC(=O)C1(CCSC)NC(c2ccco2)C2C(=O)N(C)C(=O)C21 (stereo not given)	0.9%	3%	6%	-3%	4%
O=C(/C=C/c1ccccc1F)c1cccc([N+](=O)[O-])c1	11%	u	1%	21%	u

A draw from above in order of formula weight, smallest number first:
SMILES	inhibitors of VEEV	H37Rv inhibition	PhoP GFP inhibition	influenza NS1A	tuberculosis growth	others
Cc1ccc(-c2nc3ncccc3n2O)cc1	i	1%	3%	-1%	7%
Cc1cccc(C(=O)NCC(C)NC(=O)c2cccc(C)c2)c1 (stereo not given)	0.9%	-4%	-5%	-5%	13%
CCOC(=O)C1(CCSC)NC(c2ccco2)C2C(=O)N(C)C(=O)C21 (stereo not given)	0.9%	3%	6%	-3%	4%
CCOc1ccc2nc(N/C(N)=N/C(=S)Nc3ccc(OC)cc3)nc(C)c2c1	9.3%	1%	0%	-1%	-11%
COc1ccc(CCN(Cc2ccccn2)C(=S)Nc2ccccc2F)cc1OC	i	4%	7%	3%	55%
Cc1cccc(N(CC(=O)Nc2c(C)n(C)n(-c3ccccc3)c2=O)S(C)(=O)=O)c1C	i	2%	16%	-26%	-2%

New compounds follow:
SMILES	inhibitors of VEEV	H37Rv inhibition	PhoP GFP inhibition	influenza NS1A	tuberculosis growth	others
COc1ccc(C(=O)NCC(C)(c2ccccc2)c2ccccc2)cc1S(=O)(=O)N1CCOCC1	5.0%	x	x	-3%	x
CC(C)CC(=O)Nc1c2c(nn1-c1ccc(F)cc1)CS(=O)C2 (stereo not given)	0.3%	-1%	2%	-5%	-3%
O=C(CCCN1CCC(c2ccccc2)C1)c1ccc2c(c1)OCCO2 (stereo not given)	i	-6%	0%	4%	x
CCc1ccccc1NC(=O)c1cnc2scc(C)n2c1=O	9.5%	-3%	-14%	0%	x
Cc1ccc(C(C(=O)NC2CCCC2)N(Cc2ccc3c(c2)OCO3)C(=O)Cc2cccs2)cc1 (stereo not given)	2.1%	-3%	1%	12%	-5%
COc1ccc(CCC(C)N2CCC(Oc3ccc(C(=O)N4CCCC4)cc3)CC2)cc1 (stereo not given)	i	5%	0%	-3%	25%
O=C(CSc1ccccc1F)Nc1ccc(N2CCOCC2)cc1	0.1%	7%	x	-3%	66%
CN1CCN(C(=S)C(=O)Nc2ccccc2)CC1	0.7%	2%	0%	-6%	-14%
CCOC(=O)c1nnc(-c2ccc(C)cc2)nc1Oc1ccccc1Cl	5.1%	9%	4%	0%	u
O=C(CSc1nc2ccccc2c(=O)n1-c1ccc(Cl)cc1)c1ccco1	i	9%	2%	5%	1%
O=C(c1ccc(COCC(F)(F)F)o1)N1CCCCCC1	0.1%	1%	-20%	2%	27%
CCOc1ccc(NC(=O)Cn2nnc(C(=O)NCc3ccccc3OC)c2N)cc1	3.3%	-5%	1%	-21%	-3%
